Assay outcomes from PubChem BioAssay.
CHO-K1 Ca antag – M1 antagonist counterscreen hit in parental CHO-K1 cells | inhibition, % at 3 µM | ATP-induced calcium, Fluo-8 fluorescence | 360,000 compounds, 0.6% hits;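 active = inhibition above a per-plate cutoff, the plate's mean sample inhibition plus 3 SD, cut at about 24% in these data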;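 note: 0% = DMSO plus EC80 ATP and 100% = DMSO alone without ATP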
M4 antag – blocks acetylcholine activation of human M4 receptor; 360,000 compounds, 0.73% hits; CHO-hM4 cells, ACh EC80, Fluo-8 calcium fluorescence; inhibition, % at 3 µM; P08173;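 active = inhibition above its plate's cutoff, the mean inhibition of sample wells plus 3 SD, cut at about 27% in these data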;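 note: 0% = acetylcholine EC80 with DMSO and 100% = DMSO without agonist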
Target sequence (P08173 whole entry, looked up): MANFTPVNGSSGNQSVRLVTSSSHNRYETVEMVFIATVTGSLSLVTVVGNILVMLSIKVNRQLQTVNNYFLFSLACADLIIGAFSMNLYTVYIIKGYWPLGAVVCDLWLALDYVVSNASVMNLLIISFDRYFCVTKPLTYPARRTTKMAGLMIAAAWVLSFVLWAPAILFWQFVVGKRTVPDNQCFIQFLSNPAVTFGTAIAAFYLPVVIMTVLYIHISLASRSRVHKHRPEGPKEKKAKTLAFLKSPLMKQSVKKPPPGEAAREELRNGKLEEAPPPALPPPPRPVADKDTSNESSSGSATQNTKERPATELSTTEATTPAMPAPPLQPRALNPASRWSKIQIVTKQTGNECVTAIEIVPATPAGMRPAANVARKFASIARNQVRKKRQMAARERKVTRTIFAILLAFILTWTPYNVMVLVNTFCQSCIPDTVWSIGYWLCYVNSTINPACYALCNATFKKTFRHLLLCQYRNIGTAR
OXTR potentiate – potentiates the human oxytocin receptor response; CHO-OTR cells, Fluo-8 calcium fluorescence, potentiator mode; 0% = oxytocin EC15, 100% = EC100; activation, % at 3 µM; 320,000 compounds, 0.061% hits; AID 2445;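 active = activation above that plate's cutoff, the mean activation of tested compounds plus 3 SD, cut at about 6.6% in these data, passing the limit was not always enough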;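 note: 100% uses oxytocin at 75 nM as the full agonist control; some results filed as inactive read as strong as hits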
Target sequence (P30559 whole entry, looked up): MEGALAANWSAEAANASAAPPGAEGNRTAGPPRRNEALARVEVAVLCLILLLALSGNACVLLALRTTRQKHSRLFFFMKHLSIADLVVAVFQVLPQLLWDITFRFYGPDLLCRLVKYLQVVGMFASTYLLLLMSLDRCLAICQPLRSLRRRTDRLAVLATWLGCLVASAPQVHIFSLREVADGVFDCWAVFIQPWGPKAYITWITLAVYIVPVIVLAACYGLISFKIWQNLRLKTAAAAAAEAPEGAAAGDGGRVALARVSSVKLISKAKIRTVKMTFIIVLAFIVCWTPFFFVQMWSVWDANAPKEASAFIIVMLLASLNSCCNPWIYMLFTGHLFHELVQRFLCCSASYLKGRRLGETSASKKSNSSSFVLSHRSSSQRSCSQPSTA
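Dosing: Single dose, 3.0 µM nominal final compound concentration | Material: Human OTR in CHO cells | Technique: Kinetic Fluo-8 calcium fluorescence | Benchmarks: EC15 oxytocin alone as 0%, 75 nM oxytocin as 100% | Probe or stimulus: Oxytocin at about EC15, sub-maximal agonist stimulus | Incubation: Compound 6 min at room temperature before oxytocin, 100 s read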
CHRM4 agonist – CHRM4 agonism in calcium assay; P08173; 360,000 compounds, 0.14% hits; activation, % at 3 µM; CHO-K1 hM4/Gqi5, Fluo-8 calcium fluorescence; vehicle 0%, full acetylcholine response 100%; AID 624127;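 active = activation above the run mean over all test wells plus 3 SD, cut at about 32% in these data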;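 note: peak over basal fluorescence ratio per well then scaled between controls; 0% = DMSO wells and 100% = acetylcholine at EC100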
M1 ag – activates human CHRM1 receptor; activation, % at 3 µM; AID 588814; 360,000 compounds, 0.33% hits; CHO-K1 hM1, Fluo-8 calcium fluorescence, agonist mode; 0% DMSO, 100% acetylcholine EC100; P11229;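 active = activation above the run's mean compound activation plus 3 SD, cut at about 16% in these data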;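 note: peak over basal fluorescence ratio within a 140 s kinetic read after compound addition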
CHRM1 PAM – positive allosteric modulators of human M1 muscarinic receptor; 360,000 compounds, 0.088% hits; P11229; activation, % at 3 µM; CHO-K1 hM1, Fluo-8 calcium fluorescence, ACh EC20; 0% = ACh EC20, 100% = maximal ACh; in the data active = activation above about 19%, passing the limit was not always enough
CHO parental Ca – counter-screen for OX1R antagonists: effect in parental CHO cells; parental CHO-K1, ATP-induced calcium, Fluo-8 fluorescence; inhibition, % at 5.6 µM; 330,000 compounds, 0.63% hits; AID 463079;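 active = inhibition above that plate's mean sample inhibition plus 3 SD, cut at about 26% in these data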;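 note: 0% = ATP-challenged DMSO wells and 100% = DMSO wells without ATP; some compounds past the cut are filed as inactive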
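Material – parental CHO cells · Reagent – ATP stimulus · Compound – single nominal dose of 5.6 µM per compound · Detection – Fluo-8 fluorescence · Read-out basis – percent inhibition of calcium signal · Controls – ATP-challenged DMSO wells low, unchallenged DMSO wells high · Repeats – no replicates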
CHRM1 antagonist – human CHRM1 antagonism; CHO-K1 hM1, Fluo-8 calcium fluorescence, ACh EC80 antagonist; inhibition, % at 3 µM; 360,000 compounds, 1.3% hits; AID 588852;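 active = percent inhibition above its own plate's cutoff, namely the mean of that plate's compound wells plus 3 SD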;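 note: peak over basal fluorescence ratio during 140 s after agonist addition; 0% = ACh EC80 plus DMSO and 100% = DMSO alone without agonist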
CHO-K1 Ca ag – M1 agonist counterscreen hit in parental CHO-K1 cells | Fluo-8 calcium fluorescence; scaled to maximal ATP response, vehicle zero | activation, % at 3 µM | 360,000 compounds, 0.48% hits; in the data active = activation above about 15%;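 note: untransfected CHO-K1 host cells lacking M1 receptor as counterscreen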
* marks the source's active call; other numbers are inactive results; x = not tested or not shown.

Value order – OXTR potentiate	M1 ag	CHRM4 agonist	CHRM1 PAM	M4 antag	CHO-K1 Ca ag	CHO-K1 Ca antag	CHO parental Ca	CHRM1 antagonist
COc1cc(NC(=O)CCCNC(=O)Cn2cnc3sc4c(c3c2=O)CCCC4)cc(OC)c1OC
 : -7	3	2	15	-3	0.1	-15	-7	-4
O=C(Nc1ccccc1C(=O)O)c1ccc(NC(=O)C2CCCCC2)cc1
 : -7	-2	-2	2	-5	0.4	-7	-2	2
COc1cc(OC)cc(C(=O)NCC(=O)OCC(=O)NC(C)(C)C)c1
 : -6	-2	0	2	3	0.2	0	-9	11
O=c1nc(N2CCCC2)nc(N2CCCC2)[nH]1
 : 2	-1	0	2	-4	0.2	-1	-7	-3
Cc1cc(C)c(S(=O)(=O)Nn2cnnc2)c(C)c1
 : 2	2	1	4	-1	1.1	-9	8	0
CCOC(=O)C(C)N1c2cccc3cccc(c23)S1(=O)=O (stereo not drawn)
 : x	-5	2	6	-24	0.3	-19	x	-6
COc1ccc(-c2nnc(SCC(=O)Nc3cc(C)on3)n2C)cc1OC
 : 2	-3	0	11	-4	0.1	-11	-1	-9
CC(C)N(C(=O)[C@H]1C[C@H](CC(=O)NCCCn2ccnc2)C(=O)N2CCc3c([nH]c4ccc(Cl)cc34)[C@]12C)C(C)C
 : x	-11	0	5	-14	-0.2	-19	-28	-14
O=C(c1[nH]c(C(F)(F)F)nc1-c1ccccc1)N1CCN(c2ccccc2)CC1
 : x	2	1	0	-12	0.6	9	x	-20
N#CC1(NC(=O)COc2ccccc2[N+](=O)[O-])CCCCC1
 : -1	-6	1	-15	0	1.4	-8	-5	37*
CCOC(=O)C1CCCN(C(=O)Cn2nc(C)n3nc(-c4ccccc4)cc3c2=O)C1 (stereo not drawn)
 : -4	2	2	1	6	1.0	9	-7	-6
FC(F)(F)c1nnc(-c2ccccc2)nc1Oc1ccc(Cl)cc1Cl
 : -12	0	0	2	-6	2.3	-4	-5	-28
O=C(CSc1ccsc1[N+](=O)[O-])N1CCN(c2ccc(Cl)cc2)CC1
 : -20	-7	3	-5	2	0.4	-4	4	0
Cc1ccc(C(=O)c2cc3ccccc3o2)cc1C
 : -7	-5	-2	-7	1	0.1	-16	-11	1
C=CCNC(=O)c1onc(CSc2ccccc2F)c1C(=O)O
 : -5	-2	1	7	5	0.0	-16	-6	0

3 compounds out of the list, ordered by number of heavy atoms, ascending:
Value order – OXTR potentiate	M1 ag	CHRM4 agonist	CHRM1 PAM	M4 antag	CHO-K1 Ca ag	CHO-K1 Ca antag	CHO parental Ca	CHRM1 antagonist
Cc1cc(C)c(S(=O)(=O)Nn2cnnc2)c(C)c1
 : 2	2	1	4	-1	1.1	-9	8	0
Cc1ccc(C(=O)c2cc3ccccc3o2)cc1C
 : -7	-5	-2	-7	1	0.1	-16	-11	1
C=CCNC(=O)c1onc(CSc2ccccc2F)c1C(=O)O
 : -5	-2	1	7	5	0.0	-16	-6	0

Next part.
Value order – OXTR potentiate	M1 ag	CHRM4 agonist	CHRM1 PAM	M4 antag	CHO-K1 Ca ag	CHO-K1 Ca antag	CHO parental Ca	CHRM1 antagonist
CC(C)c1nc(NCC2CCCO2)c(C#N)c2c1COC(C)(C)C2 (stereo not drawn)
 : -7	-5	-1	-4	2	-0.1	-3	-13	-25
COc1cc2c(cc1OC)CN(C(=O)Cn1ccccc1=O)CC2
 : -2	-1	1	6	-3	0.4	-5	-3	-6
CCCC(=O)N1CCCC(C(=O)c2cccc(OC(C)C)c2)C1 (stereo not drawn)
 : -8	-7	0	8	-9	0.1	3	-20	-11
C(=N\Nc1nncc2ccccc12)/c1ccccn1
 : -2	-5	2	-4	18	0.5	-2	-4	-2
COc1ccc(C(=O)CSc2[nH]c(=O)cc(C(F)(F)F)c2C#N)cc1
 : -5	4	4	1	-2	8.3	-5	-5	-7
CC1SCC(=O)N(CC(=O)Nc2ccc3c(c2)OCO3)C1=O (stereo not drawn)
 : 11	-5	0	-4	6	-0.2	10	-1	2
COc1ccc(OCCN2CCN(C(=O)c3ccc(OC)c(OC)c3)CC2)cc1
 : -3	-3	2	0	-10	0.5	7	-8	3
COc1ccccc1N(C)S(=O)(=O)c1ccc(C(=O)Nc2nc(C)cs2)cc1
 : -1	-2	12	2	3	7.7	-14	-16	-4
CC1CCCN(Cc2cnc(Cl)s2)C1 (stereo not drawn)
 : 2	-4	1	5	-1	1.1	-8	-2	-6
COCCNc1nc2c(c(=O)n(Cc3cccc(Br)c3)c(=O)n2C)n1C
 : -15	-5	4	3	1	3.4	-1	-17	0
Cn1c(=O)c2c(nc(SCc3ccccc3)n2Cc2ccc(Cl)cc2)n(C)c1=O
 : -1	-4	0	4	-2	0.4	-15	-10	-4
O=[N+]([O-])c1ccc(NC(=S)NCCc2ccc(F)cc2)cc1
 : -9	-1	9	-19	23	12	38*	34*	33*
CCn1c(-c2cc(-c3ccc(C)cc3)nc3ccccc23)n[nH]c1=S
 : -6	-5	0	8	-1	-0.2	-24	-27	-16
O=C(/C=C/c1ccc(Cl)cc1Cl)Nc1cccc(S(=O)(=O)NC2=NCCCCC2)c1
 : -3	-6	7	-2	12	1.6	-1	-18	4
COc1ccc(C(=O)NC(=S)N(Cc2ccccc2)Cc2ccccc2)cc1
 : -5	-7	-2	-7	8	2.9	9	-13	3
COc1ccc(-n2nc3c(c2NC(=O)c2ccco2)CS(=O)(=O)C3)cc1
 : 3	-5	2	12	-5	0.9	-12	1	-13
Cc1cc(C(=O)OCCO)c(C#N)c(N)n1
 : -5	-3	0	5	10	0.3	5	-6	-6
Cn1c(=NC(=O)COc2ccccc2)sc2ccccc21
 : -8	-15	3	7	-6	4.3	-9	3	-5
CCOC(=O)c1ccc(NC(=O)CSc2nc(=O)n(CCN3CCOCC3)c3c2CCC3)cc1
 : 2	-8	0	0	-6	-0.6	-6	-54	-8
O=c1c2ccccc2nnn1COc1ccc(Cl)cc1Br
 : -16	0	1	7	-1	0.1	-6	-19	-5
Cc1cc(C)n(-c2ccccc2C#N)n1
 : -10	4	0	-1	1	5.4	25*	-6	4
Cc1ccc(C)c(NC(=O)c2cc3c([nH]c4ccccc43)c(C)n2)c1
 : -28	-1	1	5	4	-0.1	2	6	-6
Cc1ccccc1Cn1ccc(NC(=O)c2nn(C)cc2[N+](=O)[O-])n1
 : -2	-3	1	0	-8	0.2	4	-8	-2
NNC(=O)CNC(c1ccccc1)c1cc(Cl)ccc1NC(=O)c1ccccc1 (stereo not drawn)
 : -5	-5	3	0	-4	4.7	-8	-31	-2
Cc1ccc(-c2cccc(C(=O)NCc3ccccc3)n2)c2ccccc12
 : -10	-3	2	-3	6	1.0	-24	-12	4
CCCC(=O)n1nc(-c2ccc(Cl)cc2)nc1SC
 : -11	1	0	3	-3	0.1	0	-6	-2
Cc1cccc(-c2n[nH]c(S(C)(=O)=O)c2C#N)c1
 : 0	-1	1	4	-10	3.4	-8	-5	1
O=[N+]([O-])c1ccccc1/C=N/NC1=NCCCCC1
 : 0	-13	0	-19	18	0.3	-1	-5	17
Cc1ccc(S(=O)(=O)NC(CC(=O)NCC2CCCO2)c2ccco2)cc1 (stereo not drawn)
 : -12	-3	1	-8	2	0.9	-5	-11	16
CCOC(=O)c1c(C)n(C)c2ccc(OC(=O)c3ccco3)cc12
 : 3	-2	1	2	-9	-0.1	-6	-15	-22
CCOCCCNC(=O)C(NC(=O)c1ccc2c(c1)OCO2)c1ccc(Cl)cc1 (stereo not drawn)
 : -4	-1	2	6	-7	0.5	-12	-11	3
O=C(c1ccccc1)N(C(=O)c1ccccc1)N1CCCC1
 : x	-4	-1	-4	0	-0.7	-9	x	3
CCOC(=O)N1CCC(NC(=O)C2CCN(S(=O)(=O)c3cccs3)CC2)CC1
 : -4	-4	1	9	-6	5.7	-19	2	-2
CC(=O)c1cn(CC(=O)Nc2ccccc2C)c2ccccc12
 : -14	1	7	1	6	1.9	8	-4	12
CS(=O)(=O)N1CCC(Oc2cccc(C(=O)NCCCOc3cccnc3)c2)CC1
 : -2	2	8	-1	-8	1.4	-6	-10	1
CCOc1cccc(-c2cc(C(=O)Nc3ccon3)c3ccccc3n2)c1
 : -11	-4	12	5	-8	2.1	-13	-27	-1
COc1ccc(-c2cc(C(=O)Nc3ccc(OC)cc3OC)no2)cc1
 : -1	-1	1	4	1	0.5	-6	-10	-7
CC(=O)Oc1ccc(Cn2cnc3cc4ccccc4cc32)cc1
 : 0	0	8	10	4	0.5	-2	-12	2
CCOC(=O)c1snc(-c2ccc(F)cc2)c1N
 : -1	-7	-1	1	-4	2.1	-14	-22	2
CC1CCN(C(=O)c2ccccc2NC(=O)Cc2ccccc2)CC1
 : -4	-1	2	3	-7	2.1	-14	-21	-9
O=C(/C=C/c1ccc(F)cc1)NC(=S)N1CCOCC1
 : -9	-9	1	13	8	-0.6	11	-13	-8
N#CCSc1ccccc1NC(=O)CN1C(=O)C2CC=CCC2C1=O (stereo not drawn)
 : x	-1	6	3	-4	3.4	2	x	5
COc1ccc(C2c3[nH]c4ccccc4c3C[C@H]3C(=O)N(c4ccccc4C(=O)N4CCC(C(=O)O)CC4)C(=O)N23)cc1 (stereo partly drawn)
 : 0	-2	-1	1	4	0.1	-1	-2	-7
Cc1ccc(C)c(NC(=O)c2ccc3c(c2)CCN3S(C)(=O)=O)c1
 : x	-1	7	3	0	2.9	-15	x	-8
CC(=O)c1ccc(N(C(=O)CS(=O)CC(=O)Nc2ccc(F)cc2)C(C(=O)NC2CCCCC2)c2cccs2)cc1 (stereo not drawn)
 : 0	-5	-1	-1	1	-0.7	25*	-15	-2
O=C(CSc1nnc(SCc2ccc(Cl)cc2)s1)N/N=C/c1c(Cl)cccc1Cl
 : -8	-5	1	9	-15	0.7	-9	-14	-16
COc1cc2c(cc1NC(=O)Nc1ccc(F)cc1)oc1ccccc12
 : -8	-6	1	-1	-13	0.2	-1	-11	3
Cc1onc(-c2c(F)cccc2Cl)c1C(=O)OCC(=O)N(C)c1ccccc1
 : x	-3	7	-4	-19	2.5	-1	x	-4
CC(C)(CNC(=O)CC1C(=O)NCCN1Cc1cccc(F)c1)N1CCOCC1 (stereo not drawn)
 : -2	-2	0	7	-2	0.2	-9	-7	-7
O=c1oc2ccccc2c(O)c1Cc1cc(Cl)c2cccnc2c1O
 : -2	2	1	7	0	2.0	-14	-13	-12
O=C(NC1CCCCC1)c1ccc(CS(=O)(=O)Cc2ccccc2F)o1
 : 1	2	3	15	-9	0.8	8	-11	-12
O=C1N=NC(=O)N1c1ccccc1
 : -5	-5	0	-8	-9	-0.4	4	-7	-23
CN(Cc1ccccc1)C(=O)C1CCN(S(=O)(=O)c2ccc3nc4c(c(C(=O)O)c3c2)CCCC4)CC1
 : -3	-1	1	10	8	0.1	1	-12	2
CC(C(=O)Nc1cccc([N+](=O)[O-])c1)N1CCN(C/C=C/c2ccccc2)CC1 (stereo not drawn)
 : -10	-5	5	1	-8	2.0	6	-11	4
O=C(Nc1nccs1)c1ccc(S(=O)(=O)NCc2cccs2)cc1
 : -8	3	12	-6	5	10	-14	7	-12
CCOc1ccc(C(=O)NCC(=O)NCCOc2ccc(C)cc2)cc1
 : -3	-4	0	-1	1	-0.7	1	-2	6
